miR-122 sensor: miR-122 Renilla sensor signal increase in Huh7, primary screen, miR-122 inhibitor project, cell-based, single point, plate reader; AID 602342, 2012; Huh7 miR-122 Renilla luciferase sensor, 48 h; neutral wells = 0, positive control = 100; 340,000 tested, 0.3% active; activation (reporter increase), % at 12.5 µM;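 active = mean replicate activation score at least 90 and every replicate individually at or above 90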;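 also: higher luciferase means less miR-122 activity so hits act as miR-122 inhibitors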
Statin myotox sup: suppressors of statin myotoxicity in C2C12 myotubes, primary screen, cell-based, single point, plate reader. C2C12 myotubes + simvastatin, ATP luminescence, 48 h; scaled: DMSO 0, geranylgeraniol control 100. rescue of ATP level, % at 7.49 µM. 330,000 tested, 0.78% active. AID 602340, 2012;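 active = mean ATP rescue above about 67%, or every replicate alone reaching that limit, limit read from the data, passing the limit was not always enough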;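 also: myotubes were challenged with 10 µM simvastatin during compound exposure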
esBAF inh: Bmi1 luciferase reporter increase in mESCs, primary screen, esBAF inhibitor project, mouse ES cells, Bmi1 luciferase knock-in, single point | 24 h; 100% = twice the neutral-well signal | reporter increase, % at 12.5 µM | 350,000 tested, 2% active | AID 602393, 2012; in the data active = activation above about 40%;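 also: 0% = median of the plate's neutral control wells and 100% = double that signal; a rise in the Bmi1 reporter signal indicates esBAF inhibition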
ARNT-TACC3 inh: disruptors of ARNT/TACC3 protein interaction, primary screen, biochemical, AlphaScreen, single concentration | AlphaScreen His-ARNT PAS-B/GST-TACC3 binding, luminescence; TACC3 fragment carries E629A point mutation | Transforming acidic coiled-coil-containing protein 3 (Homo sapiens), Q9Y6A5 | 390,000 tested, 0.66% active | inhibition, % at 9.99 µM;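 active = mean inhibition of replicates at least 50% and at least half of replicates each reaching 50%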;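 also: 0% = complete ARNT plus TACC3 wells and 100% = ARNT alone without TACC3; many hits fall short of the cut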
Cneo AK release: Cryptococcus neoformans cell lysis inducers, primary screen, AK release luminescence, single concentration. C. neoformans lysis, adenylate kinase release luminescence, 4 h; normalised: neutral wells 0, clomiphene wells 100. lysis activity, % at 15 µM. 360,000 tested, 0.2% active;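 active = mean lysis activity across replicates of at least 80%, whatever share of replicates individually reach that level; inactive = mean lysis activity below 80%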
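Material – Cryptococcus neoformans yeast cells · Quantity – 5 × 10^6 yeast cells/mL · Buffer or medium – YPD medium · Compound – single dose · Timing – 4 h static compound exposure, 37 °C, read 1 h post-reagent · Signal – adenylate kinase release luminescence · Read-out basis – lysis from increased AK signal · Benchmarks – Clomiphene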
SIRT5 block: SIRT5 desuccinylase inhibitors, primary screen, biochemical, fluorescence imaging, single point, set 5 | inhibition, % at 15 µM | AID 652115, 2013 | 330,000 tested, 1.1% active | Purified SirT5, succinyl-peptide AMC, trypsin-coupled fluorescence; in the data active = inhibition above about 15%
Target sequence (Q9NXA8 whole entry, looked up): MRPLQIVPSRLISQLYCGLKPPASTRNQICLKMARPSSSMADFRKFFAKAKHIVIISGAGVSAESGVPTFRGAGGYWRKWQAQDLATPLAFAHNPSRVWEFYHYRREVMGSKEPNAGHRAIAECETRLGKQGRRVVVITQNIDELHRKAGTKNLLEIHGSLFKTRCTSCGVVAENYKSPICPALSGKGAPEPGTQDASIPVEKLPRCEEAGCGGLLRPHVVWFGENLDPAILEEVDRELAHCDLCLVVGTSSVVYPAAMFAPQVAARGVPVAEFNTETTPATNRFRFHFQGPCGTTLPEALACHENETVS
ERp5 block: inhibitors of ERp5-driven insulin aggregation, primary screen, biochemical, turbidity, absorbance 650 nm, single point | inhibition, % at 9.99 µM | 350,000 tested, 0.05% active | AID 651711, 2012 | 90 min | Protein disulfide-isomerase A6 (Homo sapiens), Q15084;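 active = mean replicate inhibition above about 25%, with every replicate also reaching it, limit read from the data, passing the limit was not always enough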
Target sequence (Q15084 whole entry, looked up): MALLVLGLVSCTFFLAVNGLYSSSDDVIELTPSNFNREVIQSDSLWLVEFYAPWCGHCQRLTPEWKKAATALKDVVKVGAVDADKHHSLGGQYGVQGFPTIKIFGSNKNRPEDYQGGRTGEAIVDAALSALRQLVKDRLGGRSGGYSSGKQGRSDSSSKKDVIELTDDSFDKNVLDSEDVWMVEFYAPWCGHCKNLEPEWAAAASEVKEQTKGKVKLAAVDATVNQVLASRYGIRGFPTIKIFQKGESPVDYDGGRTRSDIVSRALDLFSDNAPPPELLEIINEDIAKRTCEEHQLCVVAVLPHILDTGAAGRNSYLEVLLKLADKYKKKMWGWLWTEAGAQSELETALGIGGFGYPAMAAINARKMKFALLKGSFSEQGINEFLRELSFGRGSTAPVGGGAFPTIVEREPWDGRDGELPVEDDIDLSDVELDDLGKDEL
Active calls of the source: *; / = not tested or not shown; [ ] = another dose, or the depositor's remark.

SMILES	miR-122 sensor	Statin myotox sup	esBAF inh	ARNT-TACC3 inh	Cneo AK release	SIRT5 block	ERp5 block
C[C@H]1CN([C@@H](C)CO)C(=O)c2cc(NS(=O)(=O)c3cccs3)ccc2O[C@H]1CN(C)C	1[16.7 µM]	4	-3	-2	3	-5	-4
COc1cccc(S(=O)(=O)N2C[C@H](O)COC[C@H]3O[C@H](CC(=O)N4CCN(C)CC4)CC[C@@H]32)c1	1[16.7 µM]	-3	3	-1	-3	-3	-6
COc1ccc(CCN=C(N)Nc2nc(C)cc(C)n2)cc1	0	-17	-1	-3	4	-7	-1
O=C(CCc1ccccc1F)N1CCN(c2ccccc2)CC1	-1	3	2	1	0	0	2
N#Cc1c(NC(=O)CSc2nc(-c3ccccc3)cc(C(F)(F)F)n2)sc2c1CCC2	0	/	/	-25	0	/	/
Cc1cccc(C(=O)Nc2ccccc2C(=O)NCc2ccco2)c1	-4	6	-3	2	-1	2	4
Cc1ccc(S(=O)(=O)Nc2ccc3c(c2)C(=O)N([C@H](C)CO)C[C@H](C)[C@@H](CN(C)S(C)(=O)=O)O3)cc1	-4[16.7 µM]	/	3	-6	0	0	-4
COc1cccc2c1OCC(C(=O)NCc1ccc(Cl)cc1Cl)=C2	-4	36	10	1	/	-1	-17
COc1cccc(-c2ncc3ccccc3c2COC(=O)c2ccccc2C(=O)O)c1	9	-14	-3	7	0	/	-1
NCC[C@@H]1CC[C@H](NC(=O)C2CCCC2)[C@H](CO)O1	-5[16.7 µM]	-1	-2	23	-4	10	-3
CCN(CC)CCCNc1nc2cc(OC)c(OC)cc2c2nc(-c3cccnc3)nn12	-6	25	4	5	1	/	/
Cc1ccc(C)c(NC(=O)CCN2CCc3ccccc3C2)c1	/	/	/	-4	/	1	-1
O=C(Nn1c(-c2ccncc2)nc2ccccc2c1=O)c1ccccc1Br	3	/	/	6	/	-1	7
Cc1ccccc1-c1cnc2c(c1)C(=O)N([C@H](C)CO)C[C@H](C)[C@@H](CN(C)C(=O)c1ccccc1)O2	-2[16.7 µM]	-12	2	0	4	/	5
O=C(c1cc2ccccc2cc1O)N1CCN(c2ccccn2)CC1	3	1	-1	1	-2	4	7
CCN1CCCC1CNC(=O)CN(C)S(=O)(=O)c1ccc(Cl)cc1 (stereo unspecified)	-2	1	-3	-2	3	-3	-4
Cc1ccc(S(=O)(=O)Nc2ccc3c(c2)CC(=O)N([C@@H](C)CO)C[C@@H](C)[C@H](CN(C)C(=O)Nc2ccc(C(F)(F)F)cc2)O3)cc1	7[16.7 µM]	13	4	-1	-10	4	1
COc1ccc(CC2NCCC3=CC(=O)CCC32)cc1O (stereo unspecified)	/	-6	-5	5	1	-9	-6
CCn1c(SCC(=O)Nc2nccs2)nnc1-c1ccncc1	-7	-11	-9	8	0	/	/
NS(=O)(=O)c1ccc(N2CCCC2=O)c([N+](=O)[O-])c1	-1	8	-4	4	/	6	2

14 neighbouring entries out of the list so far:
SMILES	miR-122 sensor	Statin myotox sup	esBAF inh	ARNT-TACC3 inh	Cneo AK release	SIRT5 block	ERp5 block
Cc1ccc(S(=O)(=O)Nc2ccc3c(c2)C(=O)N([C@H](C)CO)C[C@H](C)[C@@H](CN(C)S(C)(=O)=O)O3)cc1	-4[16.7 µM]	/	3	-6	0	0	-4
COc1cccc2c1OCC(C(=O)NCc1ccc(Cl)cc1Cl)=C2	-4	36	10	1	/	-1	-17
COc1cccc(-c2ncc3ccccc3c2COC(=O)c2ccccc2C(=O)O)c1	9	-14	-3	7	0	/	-1
NCC[C@@H]1CC[C@H](NC(=O)C2CCCC2)[C@H](CO)O1	-5[16.7 µM]	-1	-2	23	-4	10	-3
CCN(CC)CCCNc1nc2cc(OC)c(OC)cc2c2nc(-c3cccnc3)nn12	-6	25	4	5	1	/	/
Cc1ccc(C)c(NC(=O)CCN2CCc3ccccc3C2)c1	/	/	/	-4	/	1	-1
O=C(Nn1c(-c2ccncc2)nc2ccccc2c1=O)c1ccccc1Br	3	/	/	6	/	-1	7
Cc1ccccc1-c1cnc2c(c1)C(=O)N([C@H](C)CO)C[C@H](C)[C@@H](CN(C)C(=O)c1ccccc1)O2	-2[16.7 µM]	-12	2	0	4	/	5
O=C(c1cc2ccccc2cc1O)N1CCN(c2ccccn2)CC1	3	1	-1	1	-2	4	7
CCN1CCCC1CNC(=O)CN(C)S(=O)(=O)c1ccc(Cl)cc1 (stereo unspecified)	-2	1	-3	-2	3	-3	-4
Cc1ccc(S(=O)(=O)Nc2ccc3c(c2)CC(=O)N([C@@H](C)CO)C[C@@H](C)[C@H](CN(C)C(=O)Nc2ccc(C(F)(F)F)cc2)O3)cc1	7[16.7 µM]	13	4	-1	-10	4	1
COc1ccc(CC2NCCC3=CC(=O)CCC32)cc1O (stereo unspecified)	/	-6	-5	5	1	-9	-6
CCn1c(SCC(=O)Nc2nccs2)nnc1-c1ccncc1	-7	-11	-9	8	0	/	/
NS(=O)(=O)c1ccc(N2CCCC2=O)c([N+](=O)[O-])c1	-1	8	-4	4	/	6	2

Next compounds.
SMILES	miR-122 sensor	Statin myotox sup	esBAF inh	ARNT-TACC3 inh	Cneo AK release	SIRT5 block	ERp5 block
Cc1ccc(-c2nc3cnccn3c2Nc2ccc3c(c2)OCO3)o1	-4	-15	-5	2	0	1	7
Cc1cc(C)c2nc(NC(=O)c3ccco3)sc2c1	-5	5	-33	1	-8	-1	1
CC(C)CCC1(C)NC(=O)N(CC(=O)c2ccc[nH]2)C1=O (stereo unspecified)	-6	6	-4	-5	1	13	-3
Cc1ccc(NC(=O)CN(C)C(=O)CSc2nncn2C)cc1	1	-22	-9	6	5	/	/
COc1ccc(Br)cc1C1CC(=O)N2CN(C)CSC2=C1C#N (stereo unspecified)	/	-4	-9	16	-1	1	1
CC(C)(C)NS(=O)(=O)c1ccc2nc(NC(=O)Cc3cccs3)sc2c1	83	-52	2	-27	-15	/	/
CC(C)c1nnc(NC(=O)C2CCN(S(=O)(=O)c3ccc(-n4cnnn4)cc3)CC2)s1	/	/	/	-4	3	0	-6
COc1cccc(S(=O)(=O)Nc2ccc3c(c2)[C@H]2C[C@H](CC(=O)N[C@@H](C)c4ccccc4)O[C@@H](CO)[C@H]2O3)c1	-6[16.7 µM]	0	1	-2	-3	-3	-9
CC1=C(C(=O)N(C(C)C)C(C)C)CC(CC(=O)NC2CC2)C(=O)N1CCC1=CCCCC1 (stereo unspecified)	1	7	2	/	-1	4	-2
Cn1c(/C(C#N)=C/c2ccc(-c3ccc(S(N)(=O)=O)cc3)o2)nc2ccccc21	-1	/	/	-5	-3	/	/
O=C(NC1CCCCC1)C(Cc1ccccc1)N1C(=O)C2C3CCC(C3)C2C1=O (stereo unspecified)	9	-9	-7	-4	-1	/	/
Cc1ccc(NC(=O)C2CC2C)c(Cl)c1 (stereo unspecified)	/	/	/	-10	/	1	1
COc1ccc(NC(=O)N(C)C[C@H]2Oc3ccc(NS(=O)(=O)c4ccc(F)cc4)cc3C(=O)N([C@@H](C)CO)C[C@@H]2C)cc1	0[16.7 µM]	-41	1	-14	2	0	6
O=C(NCC1(N2CCCCC2)CCCCC1)c1ccc(S(=O)(=O)N2CCCC2)cc1	3	-2	-1	37	/	-1	1
CSCC[C@H](NC(=O)OC(C)(C)C)C(=O)N1CCC(C(=O)N[C@@H](C)C(=O)NC(C)c2ccccc2)CC1 (stereo partly specified)	-20	4	-1	-4	2	/	2
O=C(COc1ccc(S(=O)(=O)N2CCOCC2)cc1Cl)NC1CCCCC1	-10	5	-7	-2	0	0	0
O=C(Cn1nnc(-c2ccccc2)n1)Nc1cccc(S(=O)(=O)N2CCOCC2)c1	/	0	-4	2	-1	1	-5
CC(=O)N1[C@H](C(=O)N2CCc3ccccc3C2)[C@@H](CO)[C@@H]2Cn3c(ccc(-c4cccnc4)c3=O)[C@@H]21	2[16.7 µM]	-6	4	9	0	-27	1
CCN(CCCNC(=O)c1c(C)cc(=O)oc1C)c1cccc(C)c1	2	-37	-4	7	1	/	/
Cn1c(=O)oc2cc(S(=O)(=O)Nc3cccc4c3CCCC4)ccc21	18	21	1	-5	-3	/	/
S=c1[nH]nc(-c2ccccn2)n1/N=C/c1ccc(Cl)c(Cl)c1	-3	/	/	/	0	-1	-16
O=C(CCc1nc(-c2ccccc2)no1)NCCc1ccccc1	-1	27	17	-5	/	/	/
CCOc1ccc2nc(SCC(=O)NC(=O)C(C)C)sc2c1	2	4	4	-9	0	2	0
COc1cc2[nH]ccc(=O)c2cc1OC	-2	4	-1	-6	1	2	0
COc1ccc(-n2c(SCC(=O)N/N=C/c3ccccc3OCC(=O)O)nc3ccccc3c2=O)cc1	6	-8	10	4	0	1	1
Cc1oc2cc(O)ccc2c(=O)c1-c1cnn(-c2ccccc2)c1	-11	-56	34	-14	-2	/	/
CC(C)[C@H](NC(=O)[C@@H]1Cc2ccccc2CN1)C(=O)Nc1ccc2c(c1)OCCO2	4	3	-2	2	/	-2	-4
COc1ccc(C=CC(=O)c2ccc(OC)c(OC)c2O)cc1OC	8	3	7	-26	0	1	7
COc1ccc(NC(=O)COc2ccc(C(=O)OCC(=O)N(C)C3CCS(=O)(=O)C3)cc2OC)cc1 (stereo unspecified)	-4	5	2	-7	0	-7	6
COc1ccccc1NC(=O)Nc1nn(C)c2cccc(OC)c12	-1	/	/	-7	7	1	1
CN1c2ccc(Br)cc2[C@H]2[C@H](CCN2C(=O)c2ccc(F)cc2)[C@H]1CO	5[16.7 µM]	53	-4	2	-4	-4	-1
Cc1cc2ccccc2c(=O)n1CC(=O)NCC(=O)N1CCCC(C)C1 (stereo unspecified)	-11	/	-3	-7	-2	/	/
Cc1cc(CNC(=O)C2CCC(=O)N(CCc3ccc(Cl)cc3)C2)no1 (stereo unspecified)	-7	3	10	-8	0	1	-2
CCOc1ccc(S(=O)(=O)NCCc2cn3ccccc3n2)cc1	/	-1	0	13	-11	-2	1
C[C@H]1CN([C@@H](C)CO)C(=O)Cc2cc(NC(=O)C3CC3)ccc2O[C@H]1CN(C)Cc1ccc2c(c1)OCO2	-6[16.7 µM]	-16	-2	5	-13	-1	5
O=C(NC1CC1)C1CCN(C2CCN(C(=O)Cc3ccc(F)cc3)CC2)CC1	17	0	-8	-2	4	-2	3
COc1ccc(CN(C)C(=O)c2cccc(S(=O)(=O)N3CCc4ccccc43)c2)c(OC)c1	41	-15	2	0	-1	1	10
COC(=O)c1ccc(NS(=O)(=O)c2ccc(Cl)cc2)o1	-1	24	-8	/	1	7	2
CCn1c(CNC(=O)c2ccc(F)cc2)cc2ccccc21	5	18	27	-8	1	2	0
O=[N+]([O-])c1cc(S(=O)(=O)Nc2ccccc2)ccc1NCc1ccccc1	26	/	/	-5	0	-1	-4
O=C(CSc1ccc2nnc(-c3ccccc3)n2n1)N1CCCc2ccccc21	-4	-5	-12	13	0	/	/
C=CCSc1nsc(NC(=O)Nc2cccc(C(C)=O)c2)n1	4	-2	-1	-4	-1	-5	0
N#Cc1cc(-c2ccccc2)cn(Cc2c(Cl)cccc2Cl)c1=O	-2	-34	6	-15	2	/	/

Full records, looked up by structure. Screens in order: miR-122 sensor | Statin myotox sup | esBAF inh | ARNT-TACC3 inh | Cneo AK release | SIRT5 block | ERp5 block
Listed for Cc1cc(CNC(=O)C2CCC(=O)N(CCc3ccc(Cl)cc3)C2)no1 (stereo unspecified) = -7 | 3 | 10 | -8 | 0 | 1 | -2
Listed for CCn1c(CNC(=O)c2ccc(F)cc2)cc2ccccc21 = 5 | 18 | 27 | -8 | 1 | 2 | 0

No enrichment for hits; 4% or so of the library scored in one or more.
